# Y pestis TopoI = blocks Yersinia pestis topoisomerase I activity | Y. pestis Topo-I cleavage product accumulation, plate reader | activity, % at 10 µM | 360,000 tested, 0.064% active; in the data active = activity above about 50%, passing the limit was not always enough; also: inactives centre near 2
# MazF activator = MazEF (E. coli) toxin RNase activation; FAM/BHQ RNA-DNA oligo cleavage fluorescence, 5 h; 350,000 tested, 0.32% active; P0AE70; AID 504720; activation, % at 20 µM; in the data active = activation above about 50%
# Target sequence (P0AE70 whole entry, looked up): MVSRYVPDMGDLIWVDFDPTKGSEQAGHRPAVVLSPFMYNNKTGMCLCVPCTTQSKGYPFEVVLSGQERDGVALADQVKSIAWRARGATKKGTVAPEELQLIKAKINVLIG
# TcdB inh = inhibitors of Clostridioides difficile toxin B glycohydrolase; P18177; TcdB glycohydrolase enzymatic assay, plate reader; inhibition, % at 9.99 µM; 350,000 tested, 0.24% active; in the data active = inhibition above about 10%
# 3CLpro inhibitor = SARS-CoV 3CLpro protease inhibition; P0C6X7; recombinant SARS-CoV 3CLpro, quenched FRET peptide cleavage; inhibition, % at 6 µM; 290,000 tested, 0.14% active; AID 1706; in the data active = inhibition above about 12%
# Rv3671c inh = inhibits the M. tuberculosis serine protease Rv3671c; P9WHR9; inhibition, % at 5.96 µM; 320,000 tested, 0.048% active; in the data active = inhibition above about 38%;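 also: extracellular domain of Rv3671c used as enzyme; 0% = enzyme with DMSO and 100% = no enzyme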
# Target sequence (P9WHR9 whole entry, looked up, the tested form may be a part): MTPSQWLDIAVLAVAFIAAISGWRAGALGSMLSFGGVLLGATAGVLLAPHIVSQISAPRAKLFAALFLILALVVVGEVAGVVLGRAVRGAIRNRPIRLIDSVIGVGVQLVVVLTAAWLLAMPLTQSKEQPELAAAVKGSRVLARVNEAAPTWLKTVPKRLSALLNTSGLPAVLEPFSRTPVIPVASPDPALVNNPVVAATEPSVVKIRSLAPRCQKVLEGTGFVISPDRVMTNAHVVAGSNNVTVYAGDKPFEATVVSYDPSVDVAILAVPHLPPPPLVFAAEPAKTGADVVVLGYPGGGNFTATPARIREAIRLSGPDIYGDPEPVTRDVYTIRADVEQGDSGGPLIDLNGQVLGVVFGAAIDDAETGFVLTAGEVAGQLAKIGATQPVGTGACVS
# DUSP3 inh = blocks human VHR1 dual specificity phosphatase | P51452 | recombinant VHR phosphatase, pNPP absorbance | inhibition, % at 13.3 µM | 290,000 tested, 0.52% active | AID 1654; in the data active = inhibition above about 50%; also: some compounds called inactive have numbers as strong as hits
# Target sequence (P51452 whole entry, looked up): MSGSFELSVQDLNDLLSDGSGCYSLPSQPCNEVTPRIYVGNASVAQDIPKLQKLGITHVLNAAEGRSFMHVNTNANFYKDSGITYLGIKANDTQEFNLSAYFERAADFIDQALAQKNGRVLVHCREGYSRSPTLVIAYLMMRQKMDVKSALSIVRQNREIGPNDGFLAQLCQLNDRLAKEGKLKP
# CCHFV vOTU inh = CCHFV vOTU protease inhibition. Pep-AMC fluorescence. 370,000 tested, 0.55% active. AID 651958. inhibition, % at 11.5 µM; in the data active = inhibition above about 30%; also: 0% = vehicle wells with enzyme and 100% = no enzyme wells
# PrPC TRFRET = cell surface PrPC inhibition, primary TR-FRET screen | 370,000 tested, 0.43% active | AID 720596 | TR-FRET read-out | inhibition, % at 13.8 µM; in the data active = inhibition above about 24%; also: 0% = median of the test wells and 100% = reference compound wells
# Vc quorum ag = quorum light induction in luxS cqsA deficient V. cholerae. V. cholerae BH1578 lux reporter, luminescence, 6 h. activation, % at 18.7 µM. 350,000 tested, 0.16% active. AID 588436; in the data active = activation mostly above about 9.7%, no sharp cut-off; also: not every result past the cut was called active; inactives centre near 0; reference of the scale not given here
# SSB-PriA inh = blocks PriA binding to SSB C-terminal tail. AlphaScreen SSBct-PriA binding, biotinylated peptide. inhibition, % at 33 µM. 430,000 tested, 0.6% active. AID 1272365; in the data active = inhibition mostly above about 37%, no sharp cut-off; inactive = mostly below about 20%;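 also: plate controls were negative control peptide for no effect and reference peptide for full effect; strong numbers were not always called active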
# Active calls of the source: *; i = inactive; . = not tested or not shown; & = joins results of further samples.
SMILES,Y pestis TopoI,MazF activator,TcdB inh,3CLpro inhibitor,Rv3671c inh,DUSP3 inh,CCHFV vOTU inh,PrPC TRFRET,Vc quorum ag,SSB-PriA inh
O=C(Nc1cc(-c2nc3ccccc3s2)ccc1Cl)c1ccc2c(c1)OCO2,-5,-17,0.5,4,-5,24,13,-10,i,-2
CCOCC(=O)Nc1cc(C(=O)NCCc2ccccc2)ccc1Cl,-4,-5,1.3,3,3,11,-5,2,i,0
CC(C)C(=O)Nc1cccc(COc2ccc(CN(Cc3ccccc3)C(=O)OC(C)(C)C)cc2)c1,53*,2,1.5,.,.,.,18,2,i,-1
COC(=O)c1ccc(-n2c(C)cc(C(=O)CSc3cccc[n+]3[O-])c2C)cc1,17,-3,0.9,0,2,11,3,-8,-0.4,12
C(=N\Nc1ccc2ccccc2n1)/c1ccc2c(c1)OCO2,-9,11,1.2,-1,12,26,6,-9,-0.2,.
Fc1ccccc1CSc1nnc(-c2ccccc2)o1,8,1,.,-7,-7,-11,-4,-5,-0.2,-91
O=[N+]([O-])c1ccccc1N/N=C/c1cccc(O)c1O,9,-1,-1.5,-3,1,15,-4,-8,-0.5,.
Cc1cc(NC(=O)CSc2nnc(-c3ccoc3C)n2N)no1,1,-9,.,-5,-12,32,-5,2,-0.5,-13
CN(CCO)c1ccc(C(C(=O)c2ccccc2)c2ccc(N(C)CCO)cc2)cc1,2,3,-2.1,.,-10,.,-1,-12,0.4,26
CNc1nc(Nc2ccc(Br)cc2)nc(N)c1[N+](=O)[O-],2,9,.,-1,-14,5,-8,1,-0.3,1&6
CCOC(=O)c1c(NC(C)=O)sc2c(OCC(O)CN(CC)CC)c(Br)ccc12 (configuration not stated),0,2,1.8,-2,-8,12,-8,-10,-0.2,5
COc1cccc2cc(-c3csc(CCn4nc(C)cc4C)n3)c(=O)oc12,19,1,.,4,-4,14,7,-10,i,-9
O=C(NCc1cc(Cl)cc(Cl)c1)c1ccc2sc([C@H]3C[C@H](O)[C@@H](CO)O3)nc2c1,23,.,1.2,.,.,.,-13,-4,-0.3,.
CCCCN(C(=O)CCC(=O)O)C1CC(=O)N(c2ccc(OCCC)cc2)C1=O (configuration not stated),2,-3,.,-2,3,-10,6,3,i,-8
COc1cc(OC)cc(-c2nnc(NC(=O)c3ccc4c(c3)OCCO4)o2)c1,-5,9,1.4,1,4,-17,15,6,-0.3,-15
OC[C@@H]1CN(Cc2ccc(Cl)cc2)C[C@H](n2cnc3c(N4CCN(c5ccccc5)CC4)ncnc32)O1,-1,.,-0.8,.,.,.,2,-1,-0.8,.
CCN(CCNC(=O)C1CCCN(S(=O)(=O)CC)C1)c1ccccc1 (configuration not stated),9,-1,.,0,2,-11,-3,-2,12,-2
O=C1c2cccnc2C(O)N1Cc1ccc(F)cc1 (configuration not stated),-12,-8,.,1,-9,31,20,-2,0.0,-7
COc1ccc(O)c(/C=N/NC(=O)CCC(=O)Nc2ccc(C)cc2)c1,6,2,-0.4,-2,3,17,3,-8,i,.
O=C(CN(Cc1ccccc1)C(=O)CSc1nnc(COc2ccccc2)o1)NC1CCCC1,26,1,.,-1,0,-9,-4,1,-0.3,-9
O=C(Cc1c(F)cccc1Cl)Nc1ccccc1-c1ccccc1,27,-27,0.7,2,-5,16,2,-1,-0.2,-10
Cn1cccc1-c1cc(C(=O)N/N=C/C=C/c2ccccc2)[nH]n1,1,0,0.3,-2,7,-1,7,2,-0.6,.
COc1ccc(NS(=O)(=O)c2c(C)[nH]c(=O)[nH]c2=O)cc1OC,-3,12,1.6,-2,-6,6,3,1,-0.5,-11
COc1cccc2c3c(c(C)nc12)CCN3c1ccccc1,3,11,2.9,2,-5,30,-7,-2,i,-14
CC(=O)c1cccc(NC(=O)C2CCCN(S(=O)(=O)c3cccc4nonc34)C2)c1 (configuration not stated),-13,7,0.3,5,0,50*,-4,-22,-1.5,0
O=C(NC1CC1)C1CCN(C2CCN(C(=O)CC3=CCCCC3)CC2)CC1,0,-8,1.9,3,1,-12,7,-4,0.5,3
Cc1ccc(S(=O)(=O)Nc2cc(=O)[nH]c(SCC(=O)Nc3ccccc3C(F)(F)F)n2)cc1,0,8,-1.0,3,6,1,5,-3,-0.2,-26
CCOC(=O)C1=C(COC(=O)/C=C/c2cccc(F)c2)NC(=O)NC1C (configuration not stated),3,4,0.3,.,-1,.,6,-1,-0.8,0
COc1cc(C(=O)OC(C)CN2CCN(C)CC2)cc(OC)c1OC (configuration not stated),-9,5,.,2,10,0,10,-3,-6.7,-5
COc1ccc(C(=O)NCC(=O)OCC(=O)N(C)c2ccccc2)cc1,3,0,-0.1,-7,6,23,-13,8,-0.4,3

# Part of the list above, with two lines to a compound.
# Sequence of screens – Y pestis TopoI	MazF activator	TcdB inh	3CLpro inhibitor	Rv3671c inh	DUSP3 inh	CCHFV vOTU inh	PrPC TRFRET	Vc quorum ag	SSB-PriA inh
COc1cc(OC)cc(-c2nnc(NC(=O)c3ccc4c(c3)OCCO4)o2)c1
→ -5	9	1.4	1	4	-17	15	6	-0.3	-15
OC[C@@H]1CN(Cc2ccc(Cl)cc2)C[C@H](n2cnc3c(N4CCN(c5ccccc5)CC4)ncnc32)O1
→ -1	.	-0.8	.	.	.	2	-1	-0.8	.
CCN(CCNC(=O)C1CCCN(S(=O)(=O)CC)C1)c1ccccc1 (configuration not stated)
→ 9	-1	.	0	2	-11	-3	-2	12	-2
O=C1c2cccnc2C(O)N1Cc1ccc(F)cc1 (configuration not stated)
→ -12	-8	.	1	-9	31	20	-2	0.0	-7
COc1ccc(O)c(/C=N/NC(=O)CCC(=O)Nc2ccc(C)cc2)c1
→ 6	2	-0.4	-2	3	17	3	-8	i	.
O=C(CN(Cc1ccccc1)C(=O)CSc1nnc(COc2ccccc2)o1)NC1CCCC1
→ 26	1	.	-1	0	-9	-4	1	-0.3	-9
O=C(Cc1c(F)cccc1Cl)Nc1ccccc1-c1ccccc1
→ 27	-27	0.7	2	-5	16	2	-1	-0.2	-10
Cn1cccc1-c1cc(C(=O)N/N=C/C=C/c2ccccc2)[nH]n1
→ 1	0	0.3	-2	7	-1	7	2	-0.6	.
COc1ccc(NS(=O)(=O)c2c(C)[nH]c(=O)[nH]c2=O)cc1OC
→ -3	12	1.6	-2	-6	6	3	1	-0.5	-11
COc1cccc2c3c(c(C)nc12)CCN3c1ccccc1
→ 3	11	2.9	2	-5	30	-7	-2	i	-14
CC(=O)c1cccc(NC(=O)C2CCCN(S(=O)(=O)c3cccc4nonc34)C2)c1 (configuration not stated)
→ -13	7	0.3	5	0	50*	-4	-22	-1.5	0
O=C(NC1CC1)C1CCN(C2CCN(C(=O)CC3=CCCCC3)CC2)CC1
→ 0	-8	1.9	3	1	-12	7	-4	0.5	3
Cc1ccc(S(=O)(=O)Nc2cc(=O)[nH]c(SCC(=O)Nc3ccccc3C(F)(F)F)n2)cc1
→ 0	8	-1.0	3	6	1	5	-3	-0.2	-26
CCOC(=O)C1=C(COC(=O)/C=C/c2cccc(F)c2)NC(=O)NC1C (configuration not stated)
→ 3	4	0.3	.	-1	.	6	-1	-0.8	0
COc1cc(C(=O)OC(C)CN2CCN(C)CC2)cc(OC)c1OC (configuration not stated)
→ -9	5	.	2	10	0	10	-3	-6.7	-5
COc1ccc(C(=O)NCC(=O)OCC(=O)N(C)c2ccccc2)cc1
→ 3	0	-0.1	-7	6	23	-13	8	-0.4	3

# Further records:
SMILES,Y pestis TopoI,MazF activator,TcdB inh,3CLpro inhibitor,Rv3671c inh,DUSP3 inh,CCHFV vOTU inh,PrPC TRFRET,Vc quorum ag,SSB-PriA inh
Cc1nc2ncnn2c(N2CCC(C(=O)NCC3CCCO3)CC2)c1Cc1ccccc1 (configuration not stated),6,4,0.5,2,4,.,.,.,-0.6,-9
CCOC(=O)c1c(NC(=O)c2cc(C(C)C)on2)sc(C(C)=O)c1C,-3,9,.,-2,-3,37,-7,-10,-0.4,-2
CCO[C@@H]1OC(C(=O)O)=C[C@H](C2CC2)[C@H]1CCCO,7,1,1.8,0,-11,7,10,4,-2.8,-4
O=C1NC(c2cccs2)Nc2sc3c(c21)CCCC3 (configuration not stated),-7,0,.,2,-1,4,-7,-4,i,-8
NC(=O)C1CCCN1 (configuration not stated),5,3,2.5,1,-1,9,-9,2,-0.4,-17
O=S(=O)(Cc1ccc(Cl)cc1)CC(O)COCc1ccccc1 (configuration not stated),10,-2,0.4,3,4,20,3,2,i,-7
CC(C)CC(=O)Nc1ncc([N+](=O)[O-])s1,-5,-5,1.7,5,5,10,14,-29,-0.5,-10
CCCCCCCCCCCCC(NC(C)=O)(C(=O)OCC)C(=O)OCC,10,6,-1.0,8,1,-9,-4,3,i,1
CC(C)CNC(=O)C1CCCN1S(=O)(=O)c1ccc(Cl)cc1 (configuration not stated),9,-1,.,2,-7,0,2,8,i,-3
CC(C)(C)c1ccc(C(=O)NCC(=O)N/N=C/c2cccnc2)cc1,-5,0,0.2,1,8,26,4,3,-0.2,.
NC(=O)NC(=O)CN1C(=O)NC2(CCOc3ccccc32)C1=O (configuration not stated),2,5,0.1,-10,-8,7,1,-4,-0.9,-6
COc1ccc2nc(SCC(=O)NCCc3ccccc3)[nH]c2c1,4,1,-1.3,-4,-5,21,-6,-4,0.4,2
CC(C)CCNC(=S)Nc1ccc(F)cc1,5,-2,0.1,5,1,.,3,8,i,-16
COC(=O)[C@]1(Cc2ccccc2)N[C@H](CN(C)S(=O)(=O)c2ccc(C(F)(F)F)cc2)[C@@H]2C(=O)N(Cc3ccccc3)C(=O)[C@@H]21,35,-31,0.4,.,-6,.,19,-7,i,2
COc1ccc(N2CCN(C(=O)CNC(=O)c3ccc4ccccc4c3)CC2)cc1,7,-2,-0.7,.,0,.,0,-1,i,1
COCCNC(=O)C1(C)Oc2ccccc2NC1=O (configuration not stated),5,2,.,1,-4,-6,3,-2,i,-11
Cc1ccc(N2C(=O)c3ccc(C(=O)N4CCN(c5cccc(C)c5C)CC4)cc3C2=O)cc1,3,2,.,3,2,31,-1,-6,-0.3,-12
CCN1CCN(c2ccc(S(=O)(=O)N3CCCCC3)cc2N)CC1,-4,6,0.6,.,3,.,13,-6,i,11
COc1ccc(N2CC(C)(C)[C@H](CC(=O)Nc3ccccc3)C2=O)cc1,3,1,1.3,.,.,.,-6,1,-0.2,.
CC(=O)Nc1ccc(S(=O)(=O)Nc2nc3ccccc3nc2Nc2ccc(C(=O)O)c(O)c2)cc1,-5,-29,-3.7,.,-6,.,22,2,i,7
COc1cc2c(cc1/C=C/C(=O)O)OC(C)C2 (configuration not stated),-9,6,0.3,3,-4,2,-279,4,-0.6,-10
COc1ccc(/C=C/C(=O)NCCOc2ccccc2OC)cc1,10,-2,.,4,-1,2,-5,0,-0.4,-5
COc1ccccc1S(=O)(=O)CC(O)COc1ccc(C#N)cc1 (configuration not stated),5,-1,0.1,1,-13,17,1,8,1.6,-8
CCOC(=O)c1cc(-c2ccc(Cl)s2)[nH]n1,5,0,1.0,7,5,20,-8,6,i,-6
O=C(CSc1ccc(-c2cccnc2)nn1)Nc1ccc(F)cc1,-4,-4,-0.3,0,-11,1,16,-3,-0.1,-2
O=C(OC1CCOC1=O)c1ccc2ncsc2c1 (configuration not stated),5,5,.,-8,-7,13,-5,-1,-0.6,-6
Cc1ccc(C(=O)N2CCN=C2SCc2ccc([N+](=O)[O-])cc2)cc1C,15,-16,4.1,3,-8,13,-13,0,-0.4,4
CC(=NCc1ccc2c(c1)OCO2)c1c(O)n(-c2ccccc2)c(=O)[nH]c1=O,-1,5,1.0,0,-14,4,-4,23,-0.4,-16
O=C(c1ccc(Cl)c(S(=O)(=O)Nc2ccccc2C(=O)N2CCc3ccccc3C2)c1)N1CCc2ccccc2C1,8,-8,.,-3,-6,2,0,3,-0.2,0
O=C(CCC1CCCCC1)Nc1ccccc1-c1ccccc1,2,-5,0.2,1,0,10,4,2,-1.2,-36
COc1ccccc1N(C)S(=O)(=O)c1ccc(C(=O)N(C)Cc2cccc(F)c2)cc1,29,10,3.8,.,.,.,-8,7,-0.1,.

# Some of the compounds tested; rates above refer to the full screens.
